KCNQ1 pot: potentiators or activators of human KCNQ1 potassium channel | P51787 | CHO-K1 KCNQ1, thallium flux FluxOR fluorescence; hits give high values | B-score at 10 µM | 0.35% of 310,000 active | AID 2648;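 active = fluorescence ratio B-score, a plate-corrected score, at least three library SD, with initial intensity B-score within 5 SD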
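Assay system: CHO-K1 cells stably expressing KCNQ1; Medium: assay buffer with matched DMSO; Also added: K+/Tl+ depolarizing stimulus; Dosing: single dose; Timing: dye 90 min, compound 20 min, room temperature; Measured by: kinetic FluxOR thallium fluorescence, 10-s 1-Hz baseline, 110-s post-stimulus read; Read-out: peak-minus-minimum fluorescence over initial fluorescence, negative-control normalized, B-scored.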
KCNQ1 inh: human KCNQ1 channel inhibition | P51787 | 1.3% of 310,000 active | B-score at 10 µM | AID 2642 | CHO-K1 KCNQ1, FluxOR thallium flux fluorescence; hits give high values;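 active = compounds whose thallium flux B-score, printed positive for inhibition, exceeds three library SD while starting fluorescence stays within three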;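 note: channel opened by potassium depolarization with thallium stimulus after 20 min compound exposure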
MrgX1 PAM: human MrgX1 positive allosteric modulation, primary screen; MrgX1-HEK293, Fluo-4 calcium flux, FDSS; hits give high values; B-score at 10 µM; 0.63% of 310,000 active; AID 588675;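 active = plate-corrected calcium response at least 3 library SD above typical, normal starting fluorescence, not activating the receptor alone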;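 note: compound read alongside a low EC10 to EC30 dose of BAM8-22 agonist; peak minus trough fluorescence over baseline measured at the second addition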
ANO1 activ: mouse TMEM16A channel activation, primary screen; B-score at 10 µM; 0.3% of 340,000 active; HEK293 TMEM16A/YFP-H148Q/I152L, iodide quench fluorescence; hits give low values;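 active = fluorescence-ratio B-score plate-corrected deviation score at least 3 library SD below zero, with starting fluorescence score within 5 deviations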;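 note: channel opened by trigger with iodide after compound preincubation; score built on the fluorescence ratio of max minus min over baseline; more negative score means more quench and so TMEM16A activation or potentiation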
RGS4 act: RGS4 potentiation or activation | AID 463111 | B-score at 10 µM | HEK293 M3R/inducible RGS4, carbachol calcium flux Fluo4; hits give low values | 0.92% of 310,000 active;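 active = B-score of the integrated calcium signal more than 4 SD below the library mean, with starting fluorescence not abnormally high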;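 note: negative B-score means reduced calcium response which marks RGS4 activation or potentiation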
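Detection: kinetic calcium fluorescence imaging with Fluo4-AM dye, 2 µM / Material: HEK293 cells with stable M3R and inducible RGS4 / Schedule: recording 10 s baseline at 1 Hz, 100 s post-agonist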
hERG rescue: shields human hERG channel from block by proarrhythmic agents; 0.51% of 310,000 active; CHO-hERG, FluxOR thallium flux, dofetilide IC70 present; AID 1511; activation (rescue from dofetilide block), less the hit threshold, % at 10 µM; Q12809;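 active = activation above the mean of controls blocked by dofetilide plus 5 SD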;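 note: thallium influx through hERG after potassium depolarization seen as dye fluorescence rise; in these data hits start at about 4.7%; inactives centre near -7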
Target sequence (Q12809 whole entry, looked up): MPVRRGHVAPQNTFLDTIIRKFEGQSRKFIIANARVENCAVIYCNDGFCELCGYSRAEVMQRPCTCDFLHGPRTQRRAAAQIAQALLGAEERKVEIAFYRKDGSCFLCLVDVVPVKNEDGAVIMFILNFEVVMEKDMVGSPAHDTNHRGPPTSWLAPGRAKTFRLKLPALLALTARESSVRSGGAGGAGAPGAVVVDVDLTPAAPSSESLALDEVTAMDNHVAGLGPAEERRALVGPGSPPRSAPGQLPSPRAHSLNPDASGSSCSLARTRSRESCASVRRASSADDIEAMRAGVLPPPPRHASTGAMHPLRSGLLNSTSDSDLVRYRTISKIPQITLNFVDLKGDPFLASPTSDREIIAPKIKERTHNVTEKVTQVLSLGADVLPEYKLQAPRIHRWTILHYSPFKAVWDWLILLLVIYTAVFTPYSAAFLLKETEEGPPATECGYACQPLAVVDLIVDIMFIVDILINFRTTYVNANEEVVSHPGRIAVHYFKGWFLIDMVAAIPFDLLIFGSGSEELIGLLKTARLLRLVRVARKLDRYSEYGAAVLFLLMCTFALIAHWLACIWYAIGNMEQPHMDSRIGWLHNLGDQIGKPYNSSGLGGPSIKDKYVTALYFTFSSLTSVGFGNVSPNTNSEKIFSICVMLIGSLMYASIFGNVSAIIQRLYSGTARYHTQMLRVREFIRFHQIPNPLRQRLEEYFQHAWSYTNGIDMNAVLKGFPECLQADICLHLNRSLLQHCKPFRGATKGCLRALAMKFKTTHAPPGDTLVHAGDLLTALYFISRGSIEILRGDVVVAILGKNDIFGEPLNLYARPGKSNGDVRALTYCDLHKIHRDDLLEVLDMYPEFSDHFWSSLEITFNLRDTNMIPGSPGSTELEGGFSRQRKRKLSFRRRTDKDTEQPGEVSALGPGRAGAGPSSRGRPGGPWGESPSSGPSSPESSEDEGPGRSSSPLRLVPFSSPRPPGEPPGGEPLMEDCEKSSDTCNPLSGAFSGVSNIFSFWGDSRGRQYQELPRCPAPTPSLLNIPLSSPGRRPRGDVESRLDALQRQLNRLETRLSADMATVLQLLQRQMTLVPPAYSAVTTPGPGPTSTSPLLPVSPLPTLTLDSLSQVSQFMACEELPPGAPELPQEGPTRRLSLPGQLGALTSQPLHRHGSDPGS
KCNK3 inh: human KCNK3 channel inhibition, primary screen; O14649; 0.84% of 340,000 active; B-score at 10 µM; CHO-KCNK3 thallium flux, FluxOR fluorescence; hits give low values;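 active = B-score under library mean minus 4 SD, starting fluorescence ratio at most library mean plus 5 SD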;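 note: more negative B-score means stronger inhibition of thallium flux through KCNK3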
MrgX1 ag: human MrgX1 receptor agonism, primary screen; B-score at 10 µM; 0.44% of 310,000 active; MrgX1-HEK293 cells, Fluo-4 calcium fluorescence, agonist mode; hits give high values;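 active = calcium response B-score plate-corrected fluorescence ratio at least 3 library SD, with starting fluorescence B-score inside 5 SD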
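Assay system: stable human MrgX1 HEK293 cell line. Quantity: 15,000 cells per well. Schedule: cells plated overnight, dye loaded 0.5 h 37 °C, 0.5 h room temperature. Detection: Fluo-4 NW calcium-flux fluorescence, kinetic read. Read-out basis: peak-minus-minimum fluorescence over baseline, converted to B scores. Control set: positive and negative control wells on each plate.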
ANO1 block: inhibitors of mouse TMEM16A calcium-activated chloride channel; HEK293 TMEM16A/YFP iodide influx fluorescence, ionomycin; normalized B-score (activity score, 25-100; higher = stronger inhibition) at 10 µM; 1.2% of 310,000 active;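 active = ratio plate-corrected score three or more library SD toward inhibition, starting fluorescence score within five deviations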;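 note: score derived from kinetic fluorescence span divided by baseline fluorescence per well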
KCNK9 block: human KCNK9 channel inhibition | HEK293 KCNK9, FluxOR thallium flux fluorescence; hits give low values | B-score at 10 µM | 1.2% of 310,000 active;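 active = ratio B-score over 3 SD below the library mean, with starting fluorescence within 5 SD of its mean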;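 note: negative B-score means less thallium flux so channel inhibition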
RGS4 inh: inhibitors of human RGS4. P49798. HEK293 M3R/RGS4 inducible, Fluo-4 calcium flux; hits give high values; triggered by carbachol at its EC20. B-score at 10 µM. 0.45% of 310,000 active;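 active = B-score, a plate-corrected calcium signal, over three deviations above library mean, with baseline fluorescence within five deviations of library mean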;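 note: RGS4 expression induced by doxycycline in cells with stable M3 receptor; B-score is computed from the integrated fluorescence ratio over baseline after carbachol; higher B-score means a larger calcium signal and so more RGS4 inhibition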
Numbers without * were called inactive; i = inactive; nt = no result given.

The first three records, to show the layout:
SMILES	KCNQ1 pot	KCNQ1 inh	MrgX1 PAM	ANO1 activ	RGS4 act	hERG rescue	KCNK3 inh	MrgX1 ag	ANO1 block	KCNK9 block	RGS4 inh
O=C(CCCn1c(=S)[nH]c2cc3c(cc2c1=O)OCO3)N1CCN(c2ccccc2)CC1	i	i	i	i	i	-12	i	i	i	i	i
CCCCN(C)CCNC(=O)CCn1nc(-c2ccc(C)cc2)ccc1=O	i	i	i	i	i	-3	i	i	i	i	i
CC(C)c1ccc(C2/C(=C(\O)c3ccc4c(c3)OCCO4)C(=O)C(=O)N2CCN2CCOCC2)cc1 (stereo not drawn)	i	i	i	i	i	-7	i	i	i	i	i

The listing, from the start:
SMILES	KCNQ1 pot	KCNQ1 inh	MrgX1 PAM	ANO1 activ	RGS4 act	hERG rescue	KCNK3 inh	MrgX1 ag	ANO1 block	KCNK9 block	RGS4 inh
O=C(CCCn1c(=S)[nH]c2cc3c(cc2c1=O)OCO3)N1CCN(c2ccccc2)CC1	i	i	i	i	i	-12	i	i	i	i	i
CCCCN(C)CCNC(=O)CCn1nc(-c2ccc(C)cc2)ccc1=O	i	i	i	i	i	-3	i	i	i	i	i
CC(C)c1ccc(C2/C(=C(\O)c3ccc4c(c3)OCCO4)C(=O)C(=O)N2CCN2CCOCC2)cc1 (stereo not drawn)	i	i	i	i	i	-7	i	i	i	i	i
Cc1ccc(OCC(=O)NC2CCSc3ccccc32)cc1 (stereo not drawn)	i	i	i	i	i	-15	i	i	i	i	i
CCC(C(=O)OCC(=O)Nc1c(Cl)cc(Cl)cc1Cl)c1ccccc1 (stereo not drawn)	i	i	i	i	i	-9	i	i	i	i	i
C[C@H]1CN=C(Nc2ccccc2)N1CC1CCCCC1	i	i	i	i	i	1	i	i	i	i	i
Cc1ccc(/C=C2\Oc3c(ccc(O)c3CN3CCN(C)CC3)C2=O)cc1	i	i	i	i	-9.6*	-21	i	i	i	i	i
Clc1ccc(CN2CCC(c3ccccc3)CC2)cc1	i	i	i	i	i	-4	i	i	i	i	i
O=C(O)c1cccc2cc(-c3ccccc3)oc(=O)c12	i	i	i	i	i	-2	i	i	i	i	i
Cc1cc(C)c2nc(-n3nc(C)cc3N)cc(C)c2c1	i	i	i	i	i	-4	i	i	i	i	i
O=[N+]([O-])c1ccc(N2CCN(CC(O)COc3ccccc3)CC2)cc1 (stereo not drawn)	i	i	i	i	i	-16	i	i	i	i	i
COc1ccc(C(=O)N=c2c(C#N)cc3c(=O)n4cccc(C)c4nc3n2Cc2ccco2)cc1	i	i	nt	nt	i	-7	nt	nt	nt	i	i
CC(=O)Nc1ccc(C(=O)N2CCN(C(=O)c3ccco3)CC2)cc1	i	i	i	i	i	-6	i	i	i	i	i
COc1cc2nc(C3CCC3)n(NC(=O)C3CCC(OC)CC3)c(=O)c2cc1OC (stereo not drawn)	i	i	i	i	i	-8	i	i	i	i	i
CCOC(=O)C1CCN(CC(=O)c2c(C)[nH]c3ccccc23)CC1	i	i	i	i	i	-7	i	i	i	i	i
Cc1cc(S(=O)(=O)N2CCOCC2)ccc1OCC(=O)NCC1CCCO1 (stereo not drawn)	i	i	i	i	i	-5	i	i	i	i	i
CCCOc1ccc(N2C(=O)CC(N3CCC(O)(c4cccc(C(F)(F)F)c4)CC3)C2=O)cc1 (stereo not drawn)	i	i	i	i	i	-5	i	i	i	i	i
Cc1ccc(/C=N/NC(=O)C(=O)N/N=C/c2ccc(C)o2)o1	i	i	i	i	i	-12	i	i	i	i	i
O=C(COC(=O)C12CC3CC(CC(C3)C1)C2)NCc1ccco1	i	i	i	i	i	-7	i	i	i	i	i
CN1CCC(N(C)C(=O)c2ccccc2Nc2ccc(SC(F)F)cc2)CC1	i	i	i	i	i	-10	i	i	i	i	i
CN1CCN(C2=Nc3cc(F)ccc3Cc3ccccc32)CC1	i	i	i	nt	i	-8	nt	i	i	i	i
Cc1cc(OCCn2cncn2)ccc1[N+](=O)[O-]	i	i	i	i	i	-1	i	i	i	i	i
COc1ccc(-c2cc(-c3cccs3)c(C#N)c(SCC(=O)NCc3ccccc3OC)n2)cc1	i	i	i	i	i	-7	i	i	i	i	i
CCn1c(C)c(C(C)=O)c(N2CCN(c3ccc(F)cc3)CC2)nc1=S	i	i	i	i	i	-12	i	i	i	i	i
CCOC(=O)C(=NC(C)CC)NNc1ccc(Br)cc1 (stereo not drawn)	i	i	i	i	i	-2	i	i	i	i	i
CC(C)(C)NC(=O)c1cc(Cl)ccc1[N+](=O)[O-]	i	i	i	i	i	-12	i	i	i	i	i
C=CCn1c(O)c(N=NC(=S)Nc2ccc(OC)cc2)c2ccccc21	17*	i	i	i	i	3	i	i	i	i	i
O=S(=O)(Nc1cccc(-c2ccc(N3CCCCCC3)nn2)c1)c1ccc(C(F)(F)F)cc1	i	i	i	i	i	-4	i	i	i	i	i
OC(CN1CCOCC1)Cn1c(-c2cccc(Cl)c2)nc2ccccc21 (stereo not drawn)	i	i	i	i	i	-16	i	i	i	i	i
O=C(O)CCN(Cc1ccccc1)S(=O)(=O)c1ccccc1Cl	i	i	nt	i	i	-14	i	nt	nt	i	i
CCNC(=O)/C=C/c1ccccc1[N+](=O)[O-]	i	i	i	i	i	-5	i	i	i	i	i
C=CCn1c(=O)c2c(C)c(C)sc2n2c(Nc3ccccc3)nnc12	i	i	i	i	i	2	i	i	i	i	i
Cc1cccc(CSc2nnc([C@@H]3CCCN3C(=O)OC(C)(C)C)o2)c1	i	i	i	i	i	-14	i	i	i	i	i
Cc1ccc2nc(SCC3CCCCO3)[nH]c2c1 (stereo not drawn)	i	i	i	i	i	-6	i	i	i	i	i
Oc1c(Br)cc(Br)cc1C=NCc1ccccc1	22*	i	i	i	i	-19	i	i	i	i	i
CC(=O)N1CCc2c(sc3c2c(=O)n(Cc2ccccc2)c(=O)n3CC(=O)NCC2CCCO2)C1 (stereo not drawn)	i	i	i	i	i	-8	i	i	i	i	i
COc1ccc(C2(O)CN(c3ccccc3)C3=[N+]2CCS3)cc1OC (stereo not drawn)	i	i	i	i	i	-10	i	i	i	i	i
O=C(COC(=O)c1cc(F)c(F)cc1Cl)NC1CC1	i	i	i	i	i	-13	i	i	i	i	i
CC(C)CCOc1ccc(CO[C@@H]2[C@H]3OC(C)(C)O[C@H]3O[C@@H]2C(O)CO)cc1 (stereo partly drawn)	i	i	i	i	i	-3	i	i	i	i	i
CCN1CCN(CNC(=O)c2cnccn2)CC1	i	i	i	i	i	-5	i	i	i	i	i
Cc1ccsc1/C=C1/C(=O)NN(c2ccccc2)C1=O	i	i	i	i	i	-11	i	33*	i	i	i
Cc1noc(C)c1COC(=O)Cc1ccc(Cl)cc1	i	i	i	i	i	-8	i	i	i	i	i
CCc1nc2oc3ccccc3c(=O)c2c(=O)n1CCOC	i	i	i	i	i	-12	i	i	i	i	i
CCCCc1nc(SCc2ccc([N+](=O)[O-])cc2)n[nH]1	i	i	i	i	i	-8	i	i	i	i	i
COc1ccc(NC(=S)N2CCN(S(=O)(=O)c3ccc(C)cc3)CC2)cc1	i	i	i	i	i	-11	i	i	i	i	i
Cc1c(C(=O)N2CCN(c3ccccc3F)CC2)oc2c1C(=O)CC(C)(C)C2	i	i	i	i	i	-15	i	i	i	i	i
O=C(Oc1nsnc1N1CCOCC1)N(c1ccccc1)c1ccccc1	i	i	i	i	i	-8	i	i	i	i	i
O=c1[nH]ncc(NCCc2ccccc2)c1Cl	i	i	i	i	i	1	i	i	i	i	i
CCCCSc1nc2ccc(Nc3nc(N4CCOCC4)nc(N4CCOCC4)n3)cc2s1	i	i	i	i	i	-6	i	i	i	i	i
CCOc1ccc(S(=O)(=O)N2CCC(C(=O)OCc3ccc(OC)cc3)CC2)cc1	i	i	i	i	i	-13	i	i	i	i	i
NC(=O)N=Nc1c(O)n(Cc2ccccc2)c2ccc(Br)cc12	i	i	i	i	i	-2	i	i	i	i	i
CCOC(=O)c1ccc(NC(=O)CSc2nnc(-c3ccncc3)n2C)cc1	i	i	i	i	i	-8	i	i	i	i	i
O=C(NCc1ccco1)C1CCN(C(=O)c2cc3sccc3n2Cc2ccc(F)cc2)CC1	i	i	i	i	i	-14	i	i	i	i	i
Cc1nn(S(=O)(=O)N(C)C)c(C)c1CN1C(=O)c2ccccc2C1=O	i	i	i	i	i	-3	i	i	i	i	i
O=C1CCC(C(=O)N2CCCC(N3CCN(c4cccc(C(F)(F)F)c4)CC3)C2)=NN1 (stereo not drawn)	i	i	i	i	i	-4	i	i	i	i	i
O=C(Cc1cccs1)Nc1ccc(S(=O)(=O)N2CCCC2)cc1	i	i	i	i	i	-8	i	i	i	i	i
CC1CCN(C(=O)c2ccccc2NC(=O)c2cccs2)CC1	i	i	i	i	i	-7	i	i	i	i	i
CCc1n(CC(O)COCc2ccccc2)c2ccccc2[n+]1C (stereo not drawn)	i	i	i	i	i	-7	i	i	i	i	i
CCC(C)n1c(SCC(=O)NC(=O)Nc2ccc3c(c2)OCCO3)nc2ccccc2c1=O (stereo not drawn)	i	i	i	i	i	-2	-8.7*	i	i	-15*	i
CC1(C(=O)CSc2n[nH]c(-c3ccccc3Cl)n2)CCC(=O)O1 (stereo not drawn)	i	i	i	nt	i	-12	nt	i	i	i	i
Following part:
SMILES	KCNQ1 pot	KCNQ1 inh	MrgX1 PAM	ANO1 activ	RGS4 act	hERG rescue	KCNK3 inh	MrgX1 ag	ANO1 block	KCNK9 block	RGS4 inh
Cc1cc2nc(C)c(Cc3ccccc3)c(=O)n2[nH]1	i	i	i	i	i	-6	i	i	i	i	i
Cc1ccc(Cn2c(=N)c(C(=O)NC3CCCC3)cc3c(=O)n4ccccc4nc32)cc1	i	i	i	i	i	-22	i	i	i	i	i
Cc1ccsc1/C=N/NC(=O)C1C(=O)NCC1c1ccccc1 (stereo not drawn)	i	i	i	nt	i	-4	nt	i	i	i	i
COC(=O)c1ccccc1NC(=O)CC(NCc1ccccc1)C(=O)O (stereo not drawn)	i	i	i	nt	i	-9	nt	i	i	i	i
O=C(NCc1cccnc1)C12CC3CC(CC(Cl)(C3)C1)C2	i	i	i	i	i	-7	i	i	i	i	i
COc1ccc(C(=O)NC(=S)Nc2cccc(NC(=O)c3ccco3)c2)cc1[N+](=O)[O-]	i	i	i	i	i	-7	i	i	i	i	i

Screening results as filed in PubChem.
